HCV inhibitor – HCV inhibition; Potency, µM (highest dose often 41.8 µM), for the others: at the highest dose activity change, negative = inhibition, most hits filed as inhibitors; actives 3.4% (n = 340,000); AID 651820; Huh7.5.1 HCVcc-Cre infection, luciferase reporter, 44 h; note: potency is the fitted concentration of half-maximal effect
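Cells seeded at 1,000/well and cultured 4 h, then compounds added followed by HCVcc-Cre virus (~0.5 moi). After 44 h further culture, luciferase substrate was added, plates held 15 min at room temperature, and luminescence read for 15 sec.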
HCMV inh – blocks human cytomegalovirus replication; HFF cells, HCMV-luciferase reporter, 72 h; active compounds read low; activity change, negative = inhibition, % at 57.5 µM; actives 4.5% (n = 410,000); AID 1259415; in the data active = activity change below about -60%; inconclusive = no clear call, values can overlap the other calls; inactive = above about -39%
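Compounds were evaluated in HFFs infected with an HCMV luciferase reporter virus (MOI 1 PFU/cell). Luciferase in lysates collected 72 h post infection served as the replication measure.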
AMA1-RON2 inh – inhibitors of Plasmodium falciparum AMA1-RON2 interaction; Potency, µM (top dose mostly 58.2 µM), for the others: at the highest dose activity change, negative = inhibition, hits mostly inhibitors; AlphaScreen AMA1-biotinylated RON2 peptide binding; AID 720542; actives 0.2% (n = 360,000);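 note: potency is the fitted concentration of half-maximal effect; 0% = vehicle wells and -100% = peptide control; nearly all actives have a fitted effect of over 45% in size; some results filed as inactive show a strong effect at the top dose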
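AMA1 (3D7) with his tag at 25 nM final met compounds first, then biotinylated RON2 peptide at 25 nM; detection used donor plus acceptor beads, 10 µg/mL apiece, read by AlphaScreen after 30 min at room temperature.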
AmpC no deterg – inhibitors of E. coli AmpC beta-lactamase without detergent | P00811 | AmpC nitrocefin hydrolysis, absorbance 480 nm, 0.0001% Triton | Potency, µM (highest dose often 57.1 µM), for the others: at the top dose activity change, negative = inhibition, actives largely listed as inhibitors | actives 0.52% (n = 330,000) | AID 485341;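 note: potency is the fitted concentration of half-maximal effect; plate controls were no compound for no effect and no enzyme for full effect; nearly all actives have a fitted effect of over 20% in size; some results filed as inactive show a strong effect at the top dose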
Target sequence (P00811 whole entry, looked up): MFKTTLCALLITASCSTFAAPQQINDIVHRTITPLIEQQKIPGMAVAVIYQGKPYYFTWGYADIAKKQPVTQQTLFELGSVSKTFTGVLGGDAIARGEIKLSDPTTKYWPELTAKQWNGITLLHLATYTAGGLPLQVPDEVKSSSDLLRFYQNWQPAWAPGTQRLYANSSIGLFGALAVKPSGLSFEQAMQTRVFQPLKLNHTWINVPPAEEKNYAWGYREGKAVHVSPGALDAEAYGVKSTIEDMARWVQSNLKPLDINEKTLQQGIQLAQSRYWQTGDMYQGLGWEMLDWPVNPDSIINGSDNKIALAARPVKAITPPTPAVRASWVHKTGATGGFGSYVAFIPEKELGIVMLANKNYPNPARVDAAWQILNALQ
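20 mM phosphate pH 7.0 + 0.01% (detergent screen) or 0.0001% Triton X-100; 5.3 nM AmpC reagent; cpd preinc 15 min RT; nitrocefin (800 uM stock) to start; A480 q20 s × 4 min; Activity was normalised to no-enzyme and no-compound control wells.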
AmpC detergent – blocks E. coli AmpC beta-lactamase in detergent assay; P00811; AmpC hydrolysis of nitrocefin, absorbance 480 nm, 0.01% Triton; Potency, µM (doses to about 114 µM), for inactives: top-dose activity change, negative = inhibition, usual class: inhibitors; actives 0.041% (n = 370,000); AID 485294;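 note: potency is the fitted concentration of half-maximal effect; 0% = no-compound wells and -100% = no-enzyme wells; nearly all actives have a fitted effect of over 25% in size; some results filed as inactive show a strong effect at the top dose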
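AmpC (5.3 nM in the dispensed reagent) in 20 mM phosphate pH 7.0 with 0.01% (detergent screen) or 0.0001% Triton X-100 was preincubated with compounds for 15 min at room temperature. Nitrocefin was then added from an 800 uM solution, and hydrolysis was followed at 480 nm.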
LmPK inhibitor – LmPK (Leishmania mexicana) enzyme inhibition; Q27686; purified LmPK, Kinase-Glo ATP luminescence, 1 h; Potency, µM (doses to about 57.5 µM), without a hit: at the top dose activity change, negative = inhibition, hits mostly inhibitors; actives 0.37% (n = 290,000); AID 1721; note: potency is the fitted concentration of half-maximal effect
Target sequence (Q27686 whole entry, looked up): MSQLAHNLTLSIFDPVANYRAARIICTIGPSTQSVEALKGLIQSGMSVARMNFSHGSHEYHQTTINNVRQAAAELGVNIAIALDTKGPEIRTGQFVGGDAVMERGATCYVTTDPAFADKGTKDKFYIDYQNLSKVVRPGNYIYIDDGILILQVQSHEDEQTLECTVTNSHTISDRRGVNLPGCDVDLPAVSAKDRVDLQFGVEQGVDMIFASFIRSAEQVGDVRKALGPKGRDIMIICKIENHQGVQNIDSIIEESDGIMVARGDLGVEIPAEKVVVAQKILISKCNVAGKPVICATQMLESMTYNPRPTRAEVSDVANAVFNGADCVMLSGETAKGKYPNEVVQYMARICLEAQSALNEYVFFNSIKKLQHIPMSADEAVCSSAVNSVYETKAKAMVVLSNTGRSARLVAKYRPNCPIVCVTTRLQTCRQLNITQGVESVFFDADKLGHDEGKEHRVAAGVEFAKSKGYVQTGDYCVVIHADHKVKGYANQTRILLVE
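Kinase-Glo luminescence read after 1 h RT reaction of 0.1 nM LmPK with 0.5 mM PEP and 0.1 mM ADP. Activity scaled between uninhibited and enzyme-free controls.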
TbPYK inhibitor – blocks Trypanosoma brucei pyruvate kinase. Q57TT1. TbPYK enzyme, Kinase-Glo Plus ATP luminescence, 45 min. Potency, µM (top dose mostly 76.8 µM), for the others: at the highest dose activity, negative = inhibition, actives largely listed as inhibitors. actives 0.12% (n = 410,000). AID 624173; note: potency is the fitted concentration of half-maximal effect; nearly all actives have a fitted effect of over 50% in size
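Activity of T. brucei pyruvate kinase was followed by Kinase-Glo Plus luminescence after the enzyme reacted 45 min at room temperature with 130 uM ADP (final) and substrate. Test compounds were added before ADP at multiple concentrations.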
Active calls of the source: *; ? = inconclusive; nt = not tested or not shown; & = joins results of further samples; [ ] = dose if it differs, or a comment. Unless noted, calls come from the whole dose curve; as a rule, active = well fitted curve in the direction sought with a large enough effect; inconclusive = small, poorly fitted or top-dose-only effect, or another doubt; inactive = no such curve, though single readings can be large; an effect the other way counts as inactive or inconclusive. Unless noted, % is set by controls: 0 for no effect and ±100 for the full control effect.

no.	Molecule	HCV inhibitor	HCMV inh	AMA1-RON2 inh	AmpC no deterg
1	COC(=O)CSc1nc2ccc(NC(C)=O)cc2s1	16%	31	16%	-13%
2	COc1ccccc1OCCNC(=O)C(=O)c1c[nH]c2ccccc12	-22%	21	-6%	-23%
3	COc1ccc(-n2ccc(=O)c3c2CCCC3=O)cc1	-14%	-26	2%	22%
4	CCOc1ccc(C(=O)N[C@H](C(=O)Nc2ccc(OC)c(S(=O)(=O)N3CCOCC3)c2)C(C)C)cc1	-19%	-26	-5%	231%[activator]
5	COC(=O)c1ccc(NC(=O)CCS(=O)(=O)c2ccc(Br)s2)cc1	-21%	-4&-15	6%	-37%
6	CCCc1nc(SCc2ccc(OCC)cc2)n[nH]1	-4%	-6	-2%	-9%
7	CCOC(=O)C1CCCN(C(=O)Cn2ncc3c([nH]c4ccccc43)c2=O)C1 (stereo not drawn)	-6%	-1&7	-4%	-3%
8	CC1CCCCC1NC(=O)COC(=O)c1ccc2c(c1)OCCO2 (stereo not drawn)	-20%	15	-3%	-9%
9	Cc1ccc([C@@H]2[C@@H]3C(=O)N(C)C(=O)[C@@H]3[C@]3(C)C(=O)N(CCO)CC(=O)N23)o1	9%	-29	-2%	-24%
10	Cc1cc(C)cc(N2CC(C(=O)Nc3cc(C)on3)CC2=O)c1 (stereo not drawn)	-26%	18	15%	-17%

no.	AmpC detergent	LmPK inhibitor	TbPYK inhibitor
1	?	0%	5%
2	-8%	-1%	7%
3	-9%	2%	1%
4	1%	-2%	5%
5	?	4%	-1%&-4%
6	-6%	7%	-7%
7	-8%&15%	-1%	0%&4%
8	?	nt	-4%
9	1%	-2%	-4%
10	-3%	-2%	2%

Reformatted with tabs: entries from further up.
#	mol	HCV inhibitor	HCMV inh	AMA1-RON2 inh	AmpC no deterg	AmpC detergent	LmPK inhibitor	TbPYK inhibitor
4	CCOc1ccc(C(=O)N[C@H](C(=O)Nc2ccc(OC)c(S(=O)(=O)N3CCOCC3)c2)C(C)C)cc1	-19%	-26	-5%	231%[activator]	1%	-2%	5%
1	COC(=O)CSc1nc2ccc(NC(C)=O)cc2s1	16%	31	16%	-13%	?	0%	5%

Back to the main list with the 2 entries that preceded the break.
no.	Molecule	HCV inhibitor	HCMV inh	AMA1-RON2 inh	AmpC no deterg
9	Cc1ccc([C@@H]2[C@@H]3C(=O)N(C)C(=O)[C@@H]3[C@]3(C)C(=O)N(CCO)CC(=O)N23)o1	9%	-29	-2%	-24%
10	Cc1cc(C)cc(N2CC(C(=O)Nc3cc(C)on3)CC2=O)c1 (stereo not drawn)	-26%	18	15%	-17%
11	Cc1onc(-c2ccccc2Cl)c1C(=O)Nc1cccc(-c2cn3cccnc3n2)c1	?	nt	13%	61%[activator]
12	O=C(O)CCCC(=O)OCc1c(-c2ccccc2)ncc2ccccc12	-2%	-18	-5%	-1%
13	O=C(CSc1nn(-c2ccccc2)c(=S)s1)Nc1ncccn1	-2%	13	16%	?
14	O=C(CCN1C(=O)C2C3C=CC(C3)C2C1=O)N1CCCCC1 (stereo not drawn)	-11%	?	15%	-13%
15	CC(=O)Nc1ccc(S(=O)(=O)N(C)CC(=O)OCC(=O)c2ccc[nH]2)cc1	28%	17	3%	-16%
16	COc1ccc(/C=C/c2nnc(NC(=O)CSc3ccc(C)cc3)s2)cc1	6%	10	3%	-39%
17	CC(CCc1ccccc1)NC(=O)c1ccc2nc(N3CCOCC3)sc2c1 (stereo not drawn)	-8%	-34	-5%	-21%
18	COc1ccc(/C=N/S(=O)(=O)c2ccccc2)cc1OC	7%	2	5%	-9%
19	CN(C)C(=O)c1noc2cc([N+](=O)[O-])ccc12	9%	59	3%	?
20	Cc1cccc(NC(=O)c2ccc(S(=O)(=O)N(C)C)cc2)c1	?	28	4%	-10%

no.	AmpC detergent	LmPK inhibitor	TbPYK inhibitor
9	1%	-2%	-4%
10	-3%	-2%	2%
11	-1%	-1%	1%
12	-1%	nt	4%
13	-6%	-11%	-1%
14	-9%	-1%	-2%
15	nt	nt	-7%
16	9%	2%	-5%
17	1%	-3%	-5%
18	4%	1%	14%
19	-3%	-5%	7%
20	?	5%	-1%

Additional entries follow:
no.	Molecule	HCV inhibitor	HCMV inh	AMA1-RON2 inh	AmpC no deterg
21	CC1(C)CC(=O)N(c2cc(Cl)cc(Cl)c2)C(=O)C1	16%	-25	6%	-8%
22	C[C@@H]1CN([C@@H](C)CO)C(=O)c2cc(-c3cccnc3)cnc2O[C@H]1CN(C)C(=O)c1cccc(F)c1	nt	17	1%	nt
23	COc1cc(/C=C/C(=O)c2ccc([N+](=O)[O-])o2)ccc1O	?	-77*	22%	-11%
24	COC(=O)c1ccccc1NC(=O)CNC(=O)c1ccco1	0%	-72*	4%	-10%
25	CC(C)(C)c1ccc(/C=C(\C#N)C(=O)Nc2ccccn2)cc1	-3%	24	-20%	31%
26	CCOc1ccccc1NC(=O)COC(=O)c1cc[n+]([O-])cc1	-8%	?	-4%	-12%
27	CC1CCc2nn(CC(=O)NCc3ccco3)cc2C1 (stereo not drawn)	1%	10	0%	-15%
28	COc1ccc(C)cc1NC(=O)N1CCCc2ccccc21	-5%	7	-26%	-9%
29	COc1cccc(-c2ccc3c(c2)N(Cc2cccc(F)c2)C(=O)C(C)S3)c1 (stereo not drawn)	nt	5	19%	nt
30	CCc1ccc(C(=O)Nc2cccc(-c3nn[nH]n3)c2)s1	4%	33	-6%	-25%

no.	AmpC detergent	LmPK inhibitor	TbPYK inhibitor
21	4%	2%	-1%
22	nt	nt	-13%
23	-4%	nt	-5%
24	-14%	0%	1%
25	-12%	0%	6%
26	-8%	1%	6%
27	?	-1%	-13%
28	2%	9%	2%
29	nt	nt	-3%
30	5%	-6%	2%

Further records.
no.	Molecule	HCV inhibitor	HCMV inh	AMA1-RON2 inh	AmpC no deterg
31	C=CCn1c(CNC(=O)c2ccco2)nnc1SCC(=O)c1ccc(F)cc1	10%	-10	-12%	-14%
32	COc1ccc(/C=C2\SC(=S)N(CCC(=O)NC3CCCC3)C2=O)cc1OC	9%	29	-11%	-25%
33	ClCCn1cnc2c(SCc3ccccc3)ncnc21	-22%	-64*	-6%	nt
34	O=C(c1ccc2c(=O)n3c(nc2c1)CCCCC3)N1CCN(c2ccccc2F)CC1	1%	0	-6%	133%[activator]
35	CCCN(CC(=O)Nc1ccccc1C)C(=O)c1cccc(-n2cnnn2)c1	-24%	55	19%	-11%
36	O=C1NC(=O)C(CCOc2ccccc2)(CCc2ccccc2)C(=O)N1	-13%	5	2%	nt
37	N#C/C(=C/c1ccc(-c2ccc(C(=O)O)c(Cl)c2)o1)C(=O)NCC1CCCO1 (stereo not drawn)	13%	12	-15%	-13%
38	CC(C)(C)OC(=O)N1CCC(c2c(C(=O)NCc3ccc4c(c3)OCO4)cnn2-c2ccccc2Cl)CC1	nt	0	nt	nt
39	CC1=NN(c2ccccc2)C(=O)/C1=C/c1ccc(Cl)cc1	2%	17	-8%	-12%
40	COCCNC(=O)c1cc(-c2ccccc2)n(Cc2cc(C)no2)n1	10%	?	11%	-8%

no.	AmpC detergent	LmPK inhibitor	TbPYK inhibitor
31	-8%	0%	-1%
32	-5%	8%	32%[activator]
33	nt	nt	-4%
34	?	-15%	7%
35	5%	2%	-5%
36	nt	nt	2%
37	-10%	0%	-6%
38	21%	nt	-3%[15.4 µM]
39	-11%	-9%	2%
40	-16%	nt	-7%

(list continues)
no.	Molecule	HCV inhibitor	HCMV inh	AMA1-RON2 inh	AmpC no deterg
41	O=[N+]([O-])c1ccc(NCCCN2CCOCC2)c2ncccc12	17%	6	-6%	-17%
42	CCN(CC)CCOC(=O)C(c1ccccc1)C1CCCCC1 (stereo not drawn)	?	?	-14%	71%[activator]
43	Cc1cccn2c(=O)nc(SCC(=O)c3ccc(Cl)cc3)nc12	?	-23	18%	-15%
44	C=C(C)C(Cc1c(OC)ccc(C(=O)/C=C/c2ccc(O)cc2)c1O)OO (stereo not drawn)	?	2	-12%	-19%
45	C/C(=N\NC(=O)CNC(=O)c1ccc(F)cc1)c1ccco1	?	-27	3%	-35%
46	Cc1ccc(C(=O)N/C(=C/c2ccc(-c3cc(C(F)(F)F)ccc3Cl)o2)C(=O)NCc2cccnc2)cc1	?	-21	-14%	78%[activator]
47	Cc1cc2nc(-c3ccc(SCC(=O)Nc4ccc(S(=O)(=O)N5CCCC5)cc4)nc3)[nH]c2cc1C	?	6	7%	-27%
48	CSc1ccc(CCNC(=O)c2cccc3c2C(=O)N(C2CCCCC2)C3)cc1	11µM*	nt	-7%	1%
49	COc1ccc(O)c(/C=N/Nc2nc(Nc3ccccc3)nc(-n3nc(C)cc3C)n2)c1	?	-77*	-17%	39%
50	O=C(CNC(=O)c1cccs1)OCC(=O)c1ccc(Br)cc1	2%	-5	-2%	-30%

no.	AmpC detergent	LmPK inhibitor	TbPYK inhibitor
41	7%	-7%	0%
42	nt	nt	2%&3%
43	?	nt	-2%
44	nt	nt	-5%
45	-2%	-2%	1%
46	-12%	4%	-10%
47	-3%	-5%	-10%
48	2%	-9%	0%
49	-8%	1%	1%
50	6%	-1%	3%

Next entries.
no.	Molecule	HCV inhibitor	HCMV inh	AMA1-RON2 inh	AmpC no deterg
51	O=C(CNC(=O)c1cccc(Cl)c1)Nc1ccc(F)c(F)c1F	10%	-23	1%	-23%
52	Cc1ccc(N2CCN(C(=O)c3nn(C)c4c3CS(=O)(=O)c3ccccc3-4)CC2C)cc1 (stereo not drawn)	?	-31&-32	-12%	47%
53	Cc1ccc(CNc2ccc(-c3nc(C(C)C)no3)cc2[N+](=O)[O-])cc1	nt	7	nt	nt
54	COc1ccccc1-n1c(SCC(=O)Nc2ccccc2F)nc2[nH]ncc2c1=O	-4%	4	6%	-12%
55	CCn1nnc2cc(C(=O)Nc3cc(C)ccc3C)ccc21	nt	-13	nt	nt

no.	AmpC detergent	LmPK inhibitor	TbPYK inhibitor
51	-9%	4%	-10%
52	17%	-1%	0%&1%
53	-7%	nt	-3%
54	2%	-1%	6%
55	3%	nt	3%

Outcome played no part in choosing rows. About 7.5% of those tested had a hit in this group.
